Compound activity deposited in PubChem BioAssay by several laboratories.
CYP2C9 act: activators of human CYP2C9; P11712; activation factor at 5 µM; recombinant CYP2C9, luciferin-H conversion, luminescence; stronger effect = higher value; factor 1 = untreated enzyme, 0 = blocked; 96,000 tested, 1.4% active; AID 1024;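 active means activation factor of 2 or more for CYP2C9 at a 5 µM dose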;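 further: 0 = sulfaphenazole-blocked wells and 1 = vehicle-only wells; values of inactives mirror those of a sister screen read the other way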
CYP2C9 inhib: blocks human cytochrome P450 2C9 | P11712 | CYP2C9 Supersomes, luciferin-H conversion, luminescence | inhibition, % at 5 µM | 96,000 tested, 20% active | AID 777;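 active means blocking of liver enzyme CYP2C9 beyond about 50% at 5 µM, limit read from the data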; further: values of inactives mirror those of a sister screen read the other way
LYP inh 2: inhibitors of human LYP (PTPN22) phosphatase; Q9Y2R2; recombinant LYP catalytic domain, DiFMUP fluorescence; AID 640; inhibition, % at 2 µM; 96,000 tested, 0.21% active;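 active means inhibition at 2 µM at or above a set limit, the screen mean plus 3 SD, cut at about 24% in these data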;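 further: 0% = DMSO with enzyme and 100% = enzyme fully blocked by orthovanadate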
PostGolgi yeast: growth inhibition of a yeast mutant, post-Golgi transport screen | post-Golgi transport phenotypic cell assay | AID 739 | 98,000 tested, 0.9% active | inhibition, % at 10 µM;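 further: yeast cells grown in 1536-well plates; yeast grown about 18 h at 30C before absorbance read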
PTK2B oligo ant: antagonists of human Pyk2 oligomerization; z-score (the deposit names both 25 µM and 10 µM); Q293 cells, Pyk2 FERM NanoBiT luminescence; stronger effect = lower value; 99,000 tested, 0.83% active;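 active means Z-score of -3 or lower, scaled per plate to the spread of control and sample wells; inactive means z-score above -3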;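 further: negative z-score means lost luminescence so less FERM oligomerization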
Target sequence (Q14289 whole entry, looked up): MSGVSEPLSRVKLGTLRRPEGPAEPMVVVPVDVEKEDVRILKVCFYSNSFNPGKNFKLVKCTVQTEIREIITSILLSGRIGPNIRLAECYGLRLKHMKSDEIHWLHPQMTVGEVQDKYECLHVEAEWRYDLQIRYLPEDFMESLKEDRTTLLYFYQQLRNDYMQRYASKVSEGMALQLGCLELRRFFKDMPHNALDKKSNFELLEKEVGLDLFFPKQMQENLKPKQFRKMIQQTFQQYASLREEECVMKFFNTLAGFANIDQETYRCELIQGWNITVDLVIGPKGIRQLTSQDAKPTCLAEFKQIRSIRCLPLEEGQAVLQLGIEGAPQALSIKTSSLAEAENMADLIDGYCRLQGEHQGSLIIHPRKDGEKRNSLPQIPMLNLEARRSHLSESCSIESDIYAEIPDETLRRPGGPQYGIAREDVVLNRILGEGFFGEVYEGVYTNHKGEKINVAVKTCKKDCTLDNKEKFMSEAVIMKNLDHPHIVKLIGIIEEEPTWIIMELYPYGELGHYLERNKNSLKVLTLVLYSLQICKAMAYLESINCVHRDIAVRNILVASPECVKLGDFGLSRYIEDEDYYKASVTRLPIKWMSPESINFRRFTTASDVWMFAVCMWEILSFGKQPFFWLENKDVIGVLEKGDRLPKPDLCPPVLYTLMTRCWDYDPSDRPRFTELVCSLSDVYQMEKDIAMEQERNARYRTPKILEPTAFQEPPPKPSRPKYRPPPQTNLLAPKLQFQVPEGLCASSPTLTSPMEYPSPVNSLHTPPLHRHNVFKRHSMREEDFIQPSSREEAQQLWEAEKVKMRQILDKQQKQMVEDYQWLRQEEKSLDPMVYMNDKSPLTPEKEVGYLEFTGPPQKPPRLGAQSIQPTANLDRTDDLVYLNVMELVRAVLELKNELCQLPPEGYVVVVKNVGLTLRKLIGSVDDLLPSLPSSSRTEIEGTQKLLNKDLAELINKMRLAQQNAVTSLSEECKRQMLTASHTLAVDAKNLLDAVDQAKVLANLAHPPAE
PostGolgi ctrl: inhibits growth of the yeast control strain | 98,000 tested, 5% active | efflux-deficient yeast background strain, growth absorbance A615, 16 h | inhibition, % at 10 µM
Ecoli WT expand: growth inhibitors of E. coli BW25113 wild type; OD600 absorbance; growth inhibition, % at 100 µM; 98,000 tested, 0.15% active; AID 710;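 active means growth inhibition above about 50% at one test dose, limit read from the data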;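 further: growth measured after 20 h incubation at 37 °C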
PTPN22 act: activators of human LYP (PTPN22) phosphatase; 96,000 tested, 0.11% active; recombinant LYP, DiFMUP fluorescence; 0 = plate median, 100 = signal doubled; Q9Y2R2; activation, % at 2 µM;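 active means activation at 2 µM above a set limit, the mean plus 5 SD, cut at about 37% in these data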
DAT uptake mod: modulates human dopamine transporter uptake under cocaine; Q01959; LLC-PK1 hDAT cells, [14C]-dopamine uptake with cocaine IC80; actives deviate in either direction; B-score at 10 µM; 110,000 tested, 1.3% active; AID 449768;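 active means Z score or B-score, a plate-position-corrected score, falls beyond the plate's 99.7% confidence bounds, in either direction; inactive means both scores lie inside the 99.7% bounds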;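 further: scored against the spread of the other compound wells on the same plate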
* hit, by the source's call; nt = not tested or not shown. Unless noted, no stated cut-off is given here; in the data, active means inhibition above about 30%; inactive means the rest.

SMILES	CYP2C9 act	CYP2C9 inhib	LYP inh 2	PostGolgi yeast	PTK2B oligo ant	PostGolgi ctrl	Ecoli WT expand	PTPN22 act	DAT uptake mod
CCS(=O)(=O)N1CCCC(c2nc(-c3cccc(OC)c3)no2)C1 (centres undefined)	0.8	17	-8	-3	0.54	-1	6	7	1.3
Cc1ccc(S(=O)(=O)N(CC(=O)NCCC2=CCCCC2)Cc2ccccc2)cc1	0.4	57*	3	12	-0.56	16	-3	-4	0.76
O=C(Cc1cccs1)N1CCCC(c2nc3c(nnn3Cc3ccccc3Cl)c(=O)[nH]2)C1 (centres undefined)	0.1	91*	1	7	0.86	2	5	-3	2.2
Nc1c(S(=O)(=O)c2cccs2)c2nc3ccccc3nc2n1/N=C/c1cccc(O)c1	0.2	80*	1	6	-3.2*	10	-6	-3	0.43
O=C(Nc1ccccc1)c1ccc2c(c1)OCCO2	0.8	22	6	1	1.2	2	13	-5	-0.53
COc1ccc(N(CC(=O)N/N=C/c2cccc3c2OCCO3)S(=O)(=O)c2ccc(NC(C)=O)cc2)cc1	0.2	76*	-4	-6	-3.7*	0	-6	8	1.6
CCOc1ccc(NC2C=CS(=O)(=O)C2)cc1 (centres undefined)	nt	nt	7	nt	-0.86	nt	nt	-4	-0.044
Cc1cccc(N2C(N)=C(C#N)C(C#N)(C#N)C2c2ccccc2)c1 (centres undefined)	0.5	55*	7	1	0.84	25	8	-7	-0.82
COC(=O)C(C)NC(=O)C(C)NC(=O)OCc1ccccc1 (centres undefined)	0.9	13	5	1	0.85	-3	5	-7	0.19
Cc1sc(-n2c(C)cc(/C=C3\SC(=S)NC3=O)c2C)c(C#N)c1C	nt	nt	14	3	-1.4	24	4	-12	0.98
CN(C)CCCn1c(N)c(C#N)c2nc(C#N)c(C#N)nc21	1.1	-12	10	0	0.46	11	-4	-11	0.54
CC1CCCC(NC(=O)CN2CCN(Cc3ccc(Cl)cc3)C2=O)C1C (centres undefined)	0.8	16	1	-7	0.28	4	-3	0	-0.13
CCSc1nnc(NC(=O)Cc2ccc(OC)c(OC)c2)s1	0.9	13	16	-13	-0.33	15	4	-12	0.27
CC(C)(C)C(=O)NC(=S)Nc1cc(C(=O)O)ccc1Cl	1.2	-19	7	-20	-0.49	5	1	-10	0.79
CCN(CC)CC(=O)n1c2c(c3ccccc31)CCCC2	1.2	-16	nt	-6	-0.37	1	11	nt	-0.11
Cc1cccc(Cn2cnc3ccccc32)c1	0.5	53*	-8	3	1.1	9	20	6	-0.64
Cc1nn(-c2ccc(Cl)cc2)c(N)c1C(O)(CSc1nccn1C)C(F)(F)F (centres undefined)	0.1	87*	nt	12	0.65	13	5	nt	-0.052
COC(=O)c1ccc(-n2c(C)cc(/C=N/n3cnnc3)c2C)cc1	0.6	38	nt	4	1.9	8	-1	nt	-0.27
CCCN(CCC)CCCNC(=O)c1cc2cc3ccc(OC)cc3nc2o1	0.9	12	3	5	-0.22	40*	-3	-5	0.94
O=C(OCc1c(F)cccc1Cl)c1cnccn1	1.3	-34	10	5	-0.44	6	7	-7	-1
c1ccc(-c2nnc(N3CCN(c4ccccn4)CC3)c3ccccc23)cc1	1.3	-31	12	8	-2.4	69*	0	-17	1.4
CCNC(=O)COC(=O)c1ccc(S(=O)(=O)N2CCCCCC2)cc1	0.7	34	7	-6	3.7	2	5	-7	-0.079
COC(=O)c1ccccc1NC(=O)C1CCCN(S(C)(=O)=O)C1 (centres undefined)	1.3	-30	-1	18	-0.29	6	4	0	2
CCNc1nc(C)cc(COC)c1C#N	0.8	22	-2	4	-0.12	3	8	0	-0.87
Cc1nc(Nc2ccc(S(N)(=O)=O)cc2)oc1C	1	0	-4	8	1.3	3	29	0	0.47
COc1cccc(-c2nc(CS(=O)(=O)CC(=O)Nc3cccc(C)c3C)c(C)o2)c1	1	1	nt	-10	nt	-4	-17	nt	-1.2
COC(=O)Nc1nnc(Cc2ccc(OC)cc2)s1	0.7	28	-10	-1	1.3	9	-6	7	1.6
COc1ccc(NC(=O)C2CCN(c3cc(C)nc(-c4ccccc4)n3)CC2)cc1	0.9	10	9	-5	-0.64	15	-9	-6	1.3
CC1=CCC2C(=O)N(C(C)c3ccccc3)C(=O)C2C1 (centres undefined)	0.9	11	6	0	1.1	6	2	-3	0.26
Cc1cc(Nc2ccccc2)n(CCOC(=O)COc2ccccc2)n1	0.8	22	16	12	1.9	5	4	-15	0.04
CCCCNC(=O)Nc1ccccn1	0.7	30	7	4	-0.12	33*	0	-4	0.34
CC(C)OC(=O)CN1C(=O)C(C)(C)Oc2ccc(C(=O)NC3CC3)cc21	0.7	34	6	-6	-0.47	-1	4	-2	-0.064
O=C(OCC1COc2ccccc2O1)c1c(F)cccc1F (centres undefined)	0.2	84*	-9	-5	-0.36	-2	-2	6	0.7
COc1ccc(Br)cc1CN1CCCCCCC1	nt	nt	0	nt	-0.83	nt	nt	2	-0.28
CC1CCN(S(=O)(=O)c2cccc(C(=O)Nc3ccccn3)c2)CC1	0.9	10	-1	2	0.71	17	5	0	0.85
COc1ccc(OCC#CCNC(C)(C)C)cc1	1	-2	2	0	-0.82	2	2	1	-0.3
CC(C)C(C)(C#N)NC(=O)CSc1nnc(-c2ccccc2)o1 (centres undefined)	0.9	9	4	-2	-0.78	8	0	-2	0.07
COc1ccc(O)c(/C=c2/sc3nc4cc(C)c(C)cc4n3c2=O)c1	0.7	28	nt	-6	-0.19	3	-5	nt	0.57
CCOC(=O)C1CCN(C(c2ccccn2)c2c(C)[nH]c3ccccc23)CC1 (centres undefined)	1.1	-6	10	-12	-0.24	11	-5	-9	-0.64
CCc1nc(C)cc(N)c1OCc1ccccc1	1	1	2	-5	0.77	7	15	-1	-0.0025
CC1CCCc2sc3nc(NCc4ccco4)n4ncnc4c3c21 (centres undefined)	nt	nt	5	-1	0.92	57*	-11	-2	1
CCN1C(=O)/C(=C2/SC(C)=C(C)N2CC)SC1=S	0.8	22	-2	-1	-0.7	10	-3	0	-0.79
CCC(c1nnc(SCC(=O)N2CC3(C)CC2CC(C)(C)C3)o1)N(C)C (centres undefined)	0.8	16	-2	-5	0.36	-2	8	0	0.17
COC(=O)[C@@H](NC(=O)NCc1cccc(OC)c1)C(C)C	1.1	-12	0	-13	0.51	3	-1	-3	-0.59
COc1ccc(S(=O)(=O)N2CCN(Cc3c[nH]c4ccccc34)CC2)cc1	1	-1	4	4	-1.3	11	8	-4	0.093
COc1ccc(S(=O)(=O)N(C)CC(=O)Nc2ccccc2C(F)(F)F)cc1	1.9	-93	3	6	1.6	12	2	-4	0.67
Cc1cc(NS(=O)(=O)c2ccc(Cl)cc2)nn1CC(=O)NCc1ccco1	1.1	-10	-5	-5	1	10	3	0	-0.61
Cc1ccccc1-c1c(C)oc2cc(O)ccc2c1=O	2.2*	-116	-7	24	-1.1	6	-1	6	0.55
COc1ccc(-c2cc(C(=O)NC3CCCC3)no2)cc1OC	1.5	-50	0	3	0.76	2	-4	-3	-0.32
CCOc1ccc(C(=O)NCCn2cc(SCC(=O)Nc3cc(C)on3)c3ccccc32)cc1	0.4	57*	-4	-7	-0.68	1	5	4	0.0086
CC(C)CN1C(=O)c2ccc(C(=O)Nc3ccncc3)cc2C1=O	0	97*	nt	-1	-0.59	6	5	nt	-0.69
COc1ccc(-c2nc3scc(-c4ccc(OC)c(OC)c4)c3c(=O)o2)cc1	0.7	31	-4	7	-0.73	5	-9	1	-0.073
CCCNc1c(F)c(F)c2c(C)c3ccccc3nc2c1F	1	-4	7	5	-0.32	15	0	-2	0.4
Cc1cc(N2CCOCC2)ccc1/C=C1\NC(=O)N(CC(=O)Nc2ccccc2C)C1=O	0.9	8	-6	5	-0.66	0	-2	6	nt
CC(C)=CCC/C(C)=C/CCC(C)NCCN1CCNCC1 (centres undefined)	0.9	10	4	13	nt	11	22	-4	-1.5
COC(=O)CC1Oc2ccc(C)cc2NC1=O (centres undefined)	0.9	13	-14	2	nt	4	2	11	-0.75
CCOC(=O)c1sc2ncn(C(CC)C(=O)OCC)c(=O)c2c1C (centres undefined)	0.2	83*	4	-10	0.01	22	-6	-6	1.9
O=c1[nH]c(CN2CCCCC2)nc2ccccc12	1.1	-14	5	-17	0.32	17	-3	-3	-0.24
COCCn1c(SCc2c(F)cccc2Cl)nc2c1c(=O)[nH]c(=O)n2C	0.8	23	-6	-1	-0.52	-2	-1	6	-0.7
Cc1ccc(CC(=O)NC(C)CCc2ccccc2)cc1 (centres undefined)	0.3	71*	3	-16	0.66	9	11	-1	0.22

(listing goes on)
SMILES	CYP2C9 act	CYP2C9 inhib	LYP inh 2	PostGolgi yeast	PTK2B oligo ant	PostGolgi ctrl	Ecoli WT expand	PTPN22 act	DAT uptake mod
Cc1cc(-n2nc(C)cc2C)nc(NS(=O)(=O)c2ccccc2)n1	0.9	9	nt	18	2	-2	3	nt	1
Cc1cc(C)n(C(=O)CCC(=O)Nc2ccc(C)c(C)c2)n1	1	1	-5	4	2	-3	-6	1	-0.12
CC(C)C(=O)Nc1cccc(C(=O)Nc2nccs2)c1	0.1	86*	-1	-3	0.01	9	15	-1	-0.03
CC(C)(C)NC(=O)C(=O)NNC(=O)c1ccccc1	0.8	15	2	5	0.19	2	1	2	nt
Cc1cccc(-c2noc(CN(C(=O)CCc3ccccc3)C(C)C)n2)c1	1.1	-14	11	-3	-0.56	28	0	-9	0.62
COc1ccc(OC)c(CCNC(=O)CS(=O)(=O)Cc2nc(-c3ccccc3C)oc2C)c1	0.5	50	0	6	1.3	37*	-4	-2	nt
CCN1CCN(C(=O)c2ccc3c(=O)n(C4CCCC4)c(=S)[nH]c3c2)CC1	0.8	23	-3	2	0.35	7	-7	6	0.39
CN1CCN(S(=O)(=O)c2ccc3c(c2)NC(=O)C2CCCN32)CC1 (centres undefined)	1	-5	17	-10	-0.49	17	3	-13	0.16
CCS(=O)(=O)N1CCC(C(=O)NCc2ccc(F)cc2)CC1	1.1	-12	0	0	0.11	-9	4	4	-0.33
CN(Cc1ccccc1)c1nc2c(c(=O)[nH]c(=O)n2C)n1Cc1ccccc1	0.7	33	-2	14	-0.77	15	-1	-1	0.024
COc1ccc(CNC(=O)c2cnc(C)cn2)c(OC)c1	1.1	-9	-10	0	0.82	10	5	9	0.12
CCOC(=O)Cc1nnc(Nc2ccc(C)cc2)c2ccccc12	nt	nt	-9	nt	1.4	nt	nt	7	0.092
COc1ccc(NC(=O)CN(C)S(=O)(=O)c2ccccc2)cc1	0.5	55*	11	4	0.31	9	3	-12	0.21
COC(=O)c1sc2ccccc2c1-n1cccc1C(=O)C(=O)Nc1ccc(F)cc1	0	100*	7	9	-0.44	10	-11	-4	0.25
COc1cc(S(=O)(=O)N(C)C)ccc1Br	3.1*	-206	-1	7	-0.01	0	4	2	-1.8
CCOC(=O)N1CCN(C(=O)c2nn(-c3ccc(C)cc3)c(=O)c3c2c2ccccc2n3C)CC1	0.9	9	nt	2	-0.87	2	-11	nt	nt
CO/N=C/c1ccc(Oc2ccc(C)cc2)nc1	1.3	-26	9	3	-0.09	1	8	-5	-1.8

4 structures out of the list, arranged by SMILES length, highest first.
SMILES	CYP2C9 act	CYP2C9 inhib	LYP inh 2	PostGolgi yeast	PTK2B oligo ant	PostGolgi ctrl	Ecoli WT expand	PTPN22 act	DAT uptake mod
COC(=O)c1sc2ccccc2c1-n1cccc1C(=O)C(=O)Nc1ccc(F)cc1	0	100*	7	9	-0.44	10	-11	-4	0.25
COc1ccc(NC(=O)CN(C)S(=O)(=O)c2ccccc2)cc1	0.5	55*	11	4	0.31	9	3	-12	0.21
COc1ccc(CNC(=O)c2cnc(C)cn2)c(OC)c1	1.1	-9	-10	0	0.82	10	5	9	0.12
CO/N=C/c1ccc(Oc2ccc(C)cc2)nc1	1.3	-26	9	3	-0.09	1	8	-5	-1.8
